PRMT1 inh: inhibitors of human PRMT1 | recombinant PRMT1, activity-based probe fluorescence polarization | Q99873 | hit rate 1.3% among 370,000 | inhibition, % at 2.79 µM;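 active = inhibition above about 21% made by adding two undisclosed values, limit read from the data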
Target sequence (Q99873 whole entry, looked up): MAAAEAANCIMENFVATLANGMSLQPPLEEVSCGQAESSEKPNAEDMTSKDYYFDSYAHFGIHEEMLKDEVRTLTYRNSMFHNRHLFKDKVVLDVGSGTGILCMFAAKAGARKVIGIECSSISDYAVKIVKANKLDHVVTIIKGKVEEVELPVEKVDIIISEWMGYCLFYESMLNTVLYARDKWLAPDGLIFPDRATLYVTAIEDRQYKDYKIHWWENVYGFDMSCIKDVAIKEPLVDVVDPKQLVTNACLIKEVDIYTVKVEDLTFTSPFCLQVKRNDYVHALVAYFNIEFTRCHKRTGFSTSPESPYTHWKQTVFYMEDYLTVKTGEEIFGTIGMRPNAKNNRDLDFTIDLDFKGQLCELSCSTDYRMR
HTRA1 inh: HTRA1 (human) protease inhibition. Q92743. recombinant HTRA1, FP-rhodamine activity-based probe, fluorescence polarization. inhibition, % at 5.96 µM. hit rate 0.5% among 340,000. AID 504803; in the data active = inhibition above about 36%;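 also: 0% = enzyme with DMSO and 100% = wells lacking enzyme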
UHRF1 binding: human UHRF1 methylated DNA binding inhibitors | UHRF1 binding to methylated oligo, TR-FRET | hit rate 0.75% among 370,000 | inhibition, % at 4.4 µM | Q96T88; in the data active = inhibition above about 21%;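 also: UHRF1 SRA domain binding a hemimethylated CpG hairpin DNA probe; 0% = median of test compound wells and 100% = reference inhibitor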
rCAG RNA binder: molecules binding r(CAG) RNA repeats; hit rate 1.3% among 370,000; AID 651821; inhibition, % at 3 µM; r(CAG) RNA repeat, TO-PRO-1 dye displacement fluorescence;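 active = inhibition above the plate cutoff, the mean of all test compounds on that plate plus 3 SD, cut at about 35% in these data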;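 also: 0% = DMSO alone and 100% = 100 µM mitoxantrone as full dye displacement; higher means more dye released from RNA so lower well fluorescence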
ABHD4 inh: ABHD4 (mouse) inhibition, primary FP screen | Q8VD66 | purified mABHD4, FP-Rh probe fluorescence polarization | hit rate 0.54% among 370,000 | AID 720543 | inhibition, % at 8.92 µM;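 active = inhibition exceeding the mean over every tested compound plus 3 SD, cut at about 30% in these data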;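 also: 0% = plate median of compound wells and 100% = S159A mutant with DMSO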
Target sequence (Q8VD66 whole entry, looked up): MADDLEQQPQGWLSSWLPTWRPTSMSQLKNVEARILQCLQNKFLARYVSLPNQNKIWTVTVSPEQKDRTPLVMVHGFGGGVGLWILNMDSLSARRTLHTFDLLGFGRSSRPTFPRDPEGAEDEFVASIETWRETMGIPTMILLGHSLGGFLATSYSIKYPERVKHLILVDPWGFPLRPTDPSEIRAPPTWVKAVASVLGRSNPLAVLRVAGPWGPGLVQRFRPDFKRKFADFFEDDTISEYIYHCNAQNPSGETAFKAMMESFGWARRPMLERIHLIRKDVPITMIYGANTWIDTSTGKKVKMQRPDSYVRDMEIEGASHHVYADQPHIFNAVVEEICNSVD
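assay system = mABHD4 protein | compound dosing = single nominal dose of 8.92 µM, 0.89% DMSO final | read-out basis = percent inhibition of probe binding, normalized to plate controls | schedule = Enzyme–compound pre-incubation 45 min, then probe 60 min, both 25 °C | detection = fluorescence polarization, excitation 525 nm, emission 598 nm, BODIPY TMR filters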
MBD2 DNA inh: inhibitors of human MBD2 binding to methylated oligonucleotide; hit rate 0.31% among 370,000; TR-FRET; AID 686964; inhibition, % at 4.4 µM; Q9UBB5; in the data active = inhibition above about 13%
TCR-CD3 inh: inhibitors of human TCR-CD3 interaction | TAMRA-labeled TCR probe fluorescence, biochemical | inhibition, % at 9.4 µM | hit rate 0.37% among 360,000; in the data active = inhibition above about 19%;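 also: recombinant mutant TCR 2C K166C tagged with TAMRA read by polarization; 0% = receptor in buffer alone and 100% = receptor with positive control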
PG9 Ab binder: PG9 antibody binding by small molecule. hit rate 0.43% among 360,000. TR-FRET gp120-PG9 antibody binding. inhibition, % at 6.7 µM; in the data active = inhibition above about 8.5%
NR1D1 modulator: modulates human Rev-erb alpha binding to DNA; Rev-erbα–FITC-DNA binding, fluorescence polarization, 90 min; hit rate 0.79% among 370,000; P20393; activity, % at 10 µM;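 active = activity above about 14%, limit read from the data; passing the limit was not always enough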;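 also: 0% = DMSO wells with 35 nM protein and 100% = DMSO wells with 750 nM protein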
LEDGF integ inh: blocks HIV-1 LEDGF/p75-dependent DNA integration; AID 743269; inhibition, % at 3.7 µM; hit rate 0.64% among 370,000; TR-FRET IN-LEDGF/p75 DNA integration, Eu/Cy5;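 active = inhibition above the screen-wide mean plus 3 SD, cut at about 13% in these data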;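 also: signal is the Cy5 over europium emission ratio at 671 and 618 nm; 0% = plate median of compound wells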
Active calls of the source: *; . = no result given; & = joins results of further samples. The list is partial, so the mix of outcomes need not match the whole.

SMILES | PRMT1 inh | HTRA1 inh | UHRF1 binding | rCAG RNA binder | ABHD4 inh | MBD2 DNA inh | TCR-CD3 inh | PG9 Ab binder | NR1D1 modulator | LEDGF integ inh
CNC(C)C(=O)NC(C(=O)N1CCCC1C(=O)Nc1ccc2ncccc2c1)C(C)C (stereo unspecified) | -2 | 4 | 0 | 2 | 6 | -3 | 8 | 1.0 | -2 | -2
Cc1csc(NC(=O)c2ccc(C)c(S(=O)(=O)N3CCOCC3)c2)n1 | 7 | . | 2 | 4 | -8 | 2 | 0 | 1.7 | -4 | 0
CC(C)n1nnnc1C1c2ccccc2C(=O)N1CCCn1ccnc1 (stereo unspecified) | 5 | . | 0 | 0 | -1 | 2 | 2 | 0.8 | -3 | -4
CC(C)C[C@@H]1COc2cccc(N(C)CCO)c2S(=O)(=O)N1 | -1 | . | -1 | 1 | 5 | -5 | -1 | 0.1 | 0 | 0
CN(C(=O)c1c(Cl)cnn1C)C12CC3CC(CC(C3)C1)C2 | -2 | 8 | -2 | -4 | 1 | -5 | 6 | 0.5 | -1 | 0
CC(C)c1ccc(CNc2ccc(N3CCOCC3)cc2)cc1 | 4 | 57* | -3 | 5 | 30* | -1 | 2 | -2.0 | -2 | 11
O=C(CCN1CCN(c2ccccc2F)CC1)Nc1cccc(F)c1 | -3 | 7 | -3 | -5 | -2 | 0 | -3 | -0.5 | -2 | 0
NC(=O)C1CCN(c2cc(Cl)ccc2[N+](=O)[O-])CC1 | 0 | 8 | -2 | -3 | 1 | -3 | -9 | 1.6 | -6 | -5
Cc1cc(N2CCOCC2)nc(SCC(=O)OCc2ccccc2)n1 | 0 | 1 | 0 | -3 | 1 | -5 | -1 | 0.2 | -1 | 2
Cn1c(=O)c2c(nc(CN3CCN(C(=O)c4ccco4)CC3)n2Cc2ccccc2)n(C)c1=O | 3 | 3 | 0 | -2 | 1 | 5 | -4 | 0.4 | 1 | -1
Cc1ccc(S(=O)(=O)N(CC(=O)Nc2cccc([N+](=O)[O-])c2)Cc2ccc(Cl)cc2)cc1 | -1 | -94 | 3 | 10 | -11 | -2 | 13 | -1.9 | 2 | 3
O=S(=O)(NCc1ccccc1Cl)c1ccc(-n2cccn2)cc1 | -1 | -13 | 1 | 2 | -7 | 7 | 0 | -1.0 | -5 | 0
CN(C)c1ccc(C(C(=O)NC(C)(C)C)N(C(=O)c2csnn2)C2CC2)cc1 (stereo unspecified) | 1 | 8 | 1 | -6 | 3 | 1 | 3 | 0.2 | -6 | 1
CCSc1nnc(SCC(=O)c2c(N)n(C)c(=O)n(C)c2=O)s1 | 1 | 2 | 0 | -3 | 3 | 0 | -1 | -1.8 | -5 | -2
NC(N)=NS(=O)(=O)c1ccc(NC(=S)NC(=O)c2ccccc2)cc1 | -4 | 6 | 2 | -3 | 1 | -2 | -3 | 0.9 | 2 | 1
Cc1ccc(C)c(Cn2cnc3c(cnn3C(C)(C)C)c2=O)c1 | 6 | -5 | -1 | 1 | -7 | 4 | 2 | 0.2 | -5 | -1
CN(C)C(=O)CCc1ccc2c3c([nH]c2c1)[C@]1(CCC2CCCC2)[C@@H](C(=O)N2CCOCC2)C[C@H](CC(=O)NCCCn2ccnc2)C(=O)N1CC3 | -2 | 4 | -2 | 0 | 4 | 3 | 0 | -2.3 | 1 | 2
c1cn(CCCNc2ncnc3nc[nH]c23)cn1 | 3 | 0 | 2 | 0 | -1 | 2 | -4 | 1.0 | 4 | -3
COc1ccc(-c2cc(=O)oc3cc(OC(C)C(=O)NCCCn4ccnc4)ccc23)cc1 (stereo unspecified) | -10 | -1 | -1 | -4 | -1 | -3 | 0 | 1.2 | 3 | 6
Fc1ccc(NC(=S)Nc2ccc3nccnc3c2)cc1 | 4 | -6 | 0 | 3 | 10 | -8 | -4 | -2.9 | 3 | -8
N#C/C(=C/c1ccc(-c2cccc([N+](=O)[O-])c2)o1)C(=O)Nc1nc(-c2cccs2)cs1 | 0 | -4 | 0 | 18 | 9 | -4 | -2 | -1.4 | -15 | 2
CSc1ncc(Cl)c(C(=O)Nc2ccccc2[N+](=O)[O-])n1 | 5 | 2 | 3 | -3 | -3 | -2 | -6 | 1.4 | 1 | 1
Cc1ccc(C(=O)NCCc2nnc3ccc(NCc4ccc5c(c4)OCO5)nn23)cc1 | -1 | 1 | -1 | 1 | 3 | -2 | 12 | -2.0 | 2 | 1
CNS(=O)(=O)c1cc(OC)ccc1OC | -1 | 5 | 2 | -1 | 3 | -3 | -3 | -0.5 | 6 | 1
C[C@@H]1CN([C@@H](C)CO)C(=O)CCCn2nncc2CO[C@@H]1CN(C)C(=O)Nc1ccc2c(c1)OCO2 | 0 | 8 | 18 | 1 | -4 | 2 | 1 | -0.6 | -5 | 8
COc1ccc(C(=O)NC2CCCCCC2)cc1OC1CCN(C(C)=O)CC1 | 5 | 4 | 0 | -7 | 7 | 9 | 2 | 0.4 | -5 | -2
O=C(CCC(=O)c1ccccc1)NCc1cccc(C(F)(F)F)c1 | 1 | -8 | 3 | -1 | -1 | 3 | 5 | -0.1 | -7 | 1
CCN(CC)C(=O)CSc1nc(O)c(Cc2ccccc2)c(=O)n1-c1ccc(C)cc1 | 7 | 3 | -1 | 6 | 1 | 3 | 11 | -2.8 | 0 | -2
O=C1CSC(c2ccccc2Br)N1c1ccc(Cl)cn1 (stereo unspecified) | 2 | 2 | -1 | -5 | -5 | -7 | 3 | -1.1 | 3 | 4
CC1(C(=O)NCCc2ccccc2)Cc2c(-c3ccc(C(N)=O)cc3)ccnc2O1 (stereo unspecified) | -4 | . | -1 | -1 | -12 | -10 | 7 | -2.0 | 5 | 4
Cc1ccc2c(c1)/C(=C/c1ccccc1)C(=O)N2 | -2 | -4 | -1 | 5 | -5 | 0 | 5 | -2.7 | 8 | -6
COc1ccccc1CNc1nc2cc(-c3ccccc3C)sc2c(=O)n1C | -2 | . | 1 | 7 | -35 | 2 | 1 | 0.7 | 2 | -3
COCCN(C(=O)c1ccc2c(c1)C(=O)N(c1ccccc1Cl)C2=O)c1c(N)n(CC(C)C)c(=O)[nH]c1=O | 0 | 1 | 14 | 0 | 6 | 6 | 7 | -0.8 | 1 | -1
Cc1cc(C)n(C(=O)CCCn2nc(C)c([N+](=O)[O-])c2C)n1 | -2 | -5 | -1 | -4 | -4 | 2 | 5 | -0.5 | -5 | 2
CCC(C)c1ccc(OCC(=O)Nc2ccc(Cl)cn2)cc1 (stereo unspecified) | -3 | -11 | -3 | -5 | -5 | 2 | 6 | -1.2 | 2 | 4
O=P(O)(CCc1ccccn1)CN1CCOCC1 | 1 | -1 | 6 | -1 | -6 | 5 | 3 | -0.2 | -1 | -6
O=C1N=C(O)CN1/N=C/c1ccc(-c2ccc([N+](=O)[O-])cc2)o1 | 2 | 3 | -8 | 6 | 5 | -3 | 0 | -2.7 | -1&11 | 0
COC(=O)c1ccccc1S(=O)(=O)NNC(=O)C12CC3CC(CC(C3)C1)C2 | -2 | 1 | 11 | 3 | 3 | -4 | 6 | -0.2 | 1 | 0
O=C(NCc1ccccc1C(F)(F)F)C12CN(Cc3ccccc3)CC1C(c1ccc([N+](=O)[O-])cc1)=NO2 (stereo unspecified) | 6 | -13 | 2 | 9 | -3 | 3 | -2 | 0.7 | 6 | -1
COc1ccc(NC(C)=[N+](C)CCNS(=O)(=O)c2ccc(Cl)cc2)cc1Cl | 2 | -1 | 0 | -2 | -9 | 3 | -7 | 0.1 | -1 | 0
O=C(c1ccccc1NS(=O)(=O)c1ccc(F)cc1)N1CCCCC1 | -2 | 0 | 2 | 2 | 10 | 0 | 4 | -0.4 | 5 | -2
Cc1ccc(S(=O)(=O)N2CC3(O)CN(C(=O)OC(C)C)N(C(=O)OC(C)C)CC3(OC(=O)NC3CC3)C2)cc1 (stereo unspecified) | -2 | . | -2 | 1 | 0 | -5 | 2 | -0.1 | 0 | 0
COc1ccc(/C=C/C(=O)c2cc(F)ccc2OC(=O)c2ccccc2)cc1OC | -3 | 29 | 1 | 11 | -30 | -4 | 1 | 0.5 | 1 | 3
O=C(CN1C(=O)COc2ccccc21)N(Cc1ccc2c(c1)OCO2)CC1CCCO1 (stereo unspecified) | -5 | 2 | 3 | -3 | -8 | -4 | 3 | -1.5 | 2 | 6
COc1ccc(NC(=O)CSc2ccc(-c3sc(C)nc3C)nn2)cc1 | -1 | -8 | -3 | 0 | 1 | -5 | 3 | -2.2 | 1 | 2

Record cards (already shown). Values in the order: PRMT1 inh	HTRA1 inh	UHRF1 binding	rCAG RNA binder	ABHD4 inh	MBD2 DNA inh	TCR-CD3 inh	PG9 Ab binder	NR1D1 modulator	LEDGF integ inh
COCCN(C(=O)c1ccc2c(c1)C(=O)N(c1ccccc1Cl)C2=O)c1c(N)n(CC(C)C)c(=O)[nH]c1=O in the list: 0	1	14	0	6	6	7	-0.8	1	-1
COC(=O)c1ccccc1S(=O)(=O)NNC(=O)C12CC3CC(CC(C3)C1)C2 in the list: -2	1	11	3	3	-4	6	-0.2	1	0

Further entries.
SMILES | PRMT1 inh | HTRA1 inh | UHRF1 binding | rCAG RNA binder | ABHD4 inh | MBD2 DNA inh | TCR-CD3 inh | PG9 Ab binder | NR1D1 modulator | LEDGF integ inh
COc1ccc(-c2nc(C#N)c(NCc3cccnc3)o2)cc1OC | 0 | 11 | 0 | -1 | 7 | 3 | -4 | -3.7 | 2 | 0
COc1ccccc1-c1ccc(Nc2cccc(C(C)=O)c2)nn1 | 2 | -5 | -1 | 1 | 3 | 1 | 3 | -1.3 | -2 | 1
CSc1cc(-c2ccccc2)n(Cc2ccccc2Cl)c(=O)c1C#N | -2 | -6 | 0 | 0 | 0 | -1 | 0 | -0.4 | 0 | 0
COc1ccc(CC2(CO)CCN(Cc3cccnc3)CC2)cc1 | 0 | -7 | 16 | -2 | 1 | 9 | -8 | -0.1 | -2 | 3
O=S1(=O)c2c(NCc3ccco3)cccc2Oc2ccccc2CN1Cc1cn(Cc2cccc(F)c2)nn1 | 1 | . | 1 | 8 | -4 | -4 | . | . | 0 | 0
O=C(CCCN1C(=O)S/C(=C/c2ccccc2)C1=S)Nc1ccc(C(=O)O)cc1 | -1 | -2 | -3 | 4 | -8 | 1 | -1 | -2.3 | -6 | 0
CCc1ccccc1OCCOc1ccc(C)cc1OC | 1 | -6 | 2 | -8 | -2 | 3 | -2 | -0.5 | 0 | 3
CCOc1ccccc1NC(=O)COc1coc(CN2CCc3ccccc32)cc1=O | 2 | 1 | 0 | 9 | 4 | 4 | -8 | -0.2 | 6 | 0
CCCCCCSc1ccc(-c2nc3ccccn3c2NCCCC)cc1 | 1 | 0 | 0 | -4 | 44* | -2 | 3 | -0.8 | 17 | 2
COc1ccccc1/C=N/NC(=O)CC(=O)Nc1ccc(Cl)c(Cl)c1 | 3 | -67 | -1 | 6 | -20 | -4 | 6 | -0.3 | 3 | -3
O=C(NC(=S)Nc1c(Cl)ccc2nsnc12)c1ccccc1F | 2 | -6 | 0 | 5 | 2 | -5 | 1 | -2.6 | 9 | 0
NC(=O)c1cc(-c2csc(-c3cccnc3)n2)ccc1O | 4 | 6 | -4 | 2 | 2 | 3 | 9 | -1.2 | 3 | -16
COc1ccc(CN(Cc2ccc(OC)cc2)S(=O)(=O)c2ccc(-n3cnnn3)c(C)c2)cc1 | 1 | 0 | 8 | 0 | 5 | -1 | -2 | 0.6 | 5 | 1
COc1cccc(NC(=O)n2ccc3ccc(-c4ccc5cc[nH]c5c4)cc32)c1 | 1 | . | 0 | 22 | -44 | -5 | . | . | -5 | 0

Screens: PubChem BioAssay, several laboratories
